GPR151 activ: activators of human GPR151, primary screen, cell-based, PathHunter beta-arrestin, luminescence | activation, % at 11.2 µM | PathHunter beta-arrestin GPR151 cells | hit rate 1% among 650,000 | G-protein coupled receptor 151 (Homo sapiens), Q8TDV0 | AID 1508602, 2020; in the data active means activation above about 4.9%;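 further: 0% = median of compound wells and 100% = cells with positive control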
Target sequence (Q8TDV0 whole entry, looked up): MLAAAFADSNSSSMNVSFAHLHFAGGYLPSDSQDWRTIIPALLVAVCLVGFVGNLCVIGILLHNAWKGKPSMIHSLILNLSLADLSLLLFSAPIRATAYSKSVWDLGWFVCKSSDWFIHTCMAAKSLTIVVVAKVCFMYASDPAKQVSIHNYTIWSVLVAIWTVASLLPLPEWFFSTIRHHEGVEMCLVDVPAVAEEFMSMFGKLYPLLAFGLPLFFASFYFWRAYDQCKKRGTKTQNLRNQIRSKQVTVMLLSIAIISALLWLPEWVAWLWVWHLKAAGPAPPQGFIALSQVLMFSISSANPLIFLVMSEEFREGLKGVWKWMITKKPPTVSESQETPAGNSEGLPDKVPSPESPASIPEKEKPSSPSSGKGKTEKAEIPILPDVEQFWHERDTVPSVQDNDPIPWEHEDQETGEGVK
TEAD-YAP inh: TEAD-YAP interaction inhibition, primary screen, TEAD-YAP interaction inhibitor project, luminescence, HEK-TIYL cells. TEAD-Gal4/YAP UAS-luciferase luminescence. inhibition, % at 9.12 µM. hit rate 1.4% among 640,000; in the data active means inhibition above about 32%;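 further: 0% = median of test compound wells and 100% = reference inhibitor wells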
MITF primary: MITF inhibitors, primary screen, biochemical, AlphaScreen, human; Microphthalmia-associated transcription factor (Homo sapiens), O75030; AID 1259374, 2018; hit rate 0.91% among 650,000; AlphaScreen MITF homodimerization, bead proximity signal; inhibition, % at 2.6 µM; in the data active means inhibition above about 50%;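 further: 0% = vehicle wells with protein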
Target sequence (O75030 whole entry, looked up): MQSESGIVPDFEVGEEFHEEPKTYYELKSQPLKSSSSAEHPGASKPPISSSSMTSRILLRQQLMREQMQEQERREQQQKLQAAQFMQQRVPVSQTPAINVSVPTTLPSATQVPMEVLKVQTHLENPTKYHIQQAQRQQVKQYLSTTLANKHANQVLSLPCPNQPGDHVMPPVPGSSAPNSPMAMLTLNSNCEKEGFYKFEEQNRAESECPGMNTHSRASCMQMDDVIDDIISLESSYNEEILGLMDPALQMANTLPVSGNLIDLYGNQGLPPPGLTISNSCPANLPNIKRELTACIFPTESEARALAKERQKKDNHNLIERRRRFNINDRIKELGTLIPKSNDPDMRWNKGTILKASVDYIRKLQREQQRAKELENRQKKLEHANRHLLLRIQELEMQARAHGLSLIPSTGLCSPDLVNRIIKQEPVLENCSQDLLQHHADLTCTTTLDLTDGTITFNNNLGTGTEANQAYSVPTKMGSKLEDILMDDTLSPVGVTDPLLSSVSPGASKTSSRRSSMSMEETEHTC
FBW7 act: FBW7 E3 ligase activators, primary screen, biochemical, AlphaScreen, human; hit rate 0.13% among 650,000; AlphaScreen FBW7–phospho-cyclin E peptide binding, activator screen; F-box/WD repeat-containing protein 7 (Homo sapiens), Q969H0; normalized activity (activation), % at 26.1 µM; in the data active means normalized activity above about 1.9%;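 further: purified mutant Fbw7 with reduced substrate affinity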
Starred values were filed as active, the others as inactive; & = joins results of further samples.

SMILES	GPR151 activ	TEAD-YAP inh	MITF primary	FBW7 act
O=C(/C=C/c1cccs1)Nc1ccc(N2CCOCC2)cc1	-0.2	-49	6	0.6
CCOC(=O)/C=C1/NC(C)(C)Cc2cc(C)c(C)cc21	-0.8	13	13	-0.1
CC1CCCCN1C(=O)c1cc(=O)c2ccccc2o1 (stereo unspecified)	0.5	-1	9	0.2
CN(C)c1ccc(/C=C(\C#N)C(=O)OCC(=O)Nc2ccccc2)cc1	2.2	-43	-1	0.0
c1ccc(-c2nc(COc3ncnc4sccc34)cs2)cc1	-0.1	-20	8	0.1
CCN(CC)c1ccc(N2C(=O)/C(=C/c3ccc(Cl)cc3)C=C2c2ccccc2)cc1	-0.3	6	5	0.0
CCC1CN(CC(=O)NCc2cc(C)n(C)n2)Cc2cc(OC)ccc2O1 (stereo unspecified)	0.0	6	11	0.7
O=C(Nc1cccc(F)c1)N1CCc2nc3ccccn3c(=O)c2C1	0.7	0	16	0.3
CCOC(=O)C1(Cc2ccccc2)CCCN(C2CCN(C(C)=O)CC2)C1 (stereo unspecified)	-2.4	-9	15	0.1
Cc1ccc(NC(=O)CN2C(=O)COc3ccc(C)cc32)nc1	-0.6	0	-3	-0.5
O=C(N/N=C/c1c[nH]c2ccc(Br)cc12)c1ccccc1O	-0.8	0	-8	0.0
C/C(=N\Nc1cccc(C)c1)c1ccc(-n2ccnc2)cc1	0.5	-19	-16	0.0
CCC(C)C(=O)Nc1nnc(SCC(=O)NC2CCCC2)s1 (stereo unspecified)	-0.1	5	13	0.0
COCCn1c(Cc2cccn2C)nnc1SCC(=O)Nc1ccc(Cl)c(Cl)c1	0.5	5	1	-0.1
Cc1cc([N+](=O)[O-])ccc1S(=O)(=O)N1c2cccc3cccc(c23)S1(=O)=O	-0.3	4	8	-0.1
CSc1nc(N)c2ncn([C@@H]3O[C@H](COP(=O)(O)OP(=O)(O)OP(=O)(O)O)[C@@H](O)[C@H]3O)c2n1	2.2&-0.4	-17	31&-10	-0.3&-0.1
CC1(c2ccccc2)NC(=O)N(CC(=O)Nc2ccc(S(N)(=O)=O)cc2)C1=O (stereo unspecified)	1.9	11	8	0.2
COC(=O)c1ccc(-c2ccco2)n1CC(=O)N1CCN(c2ccc(F)cc2)CC1	-0.2	1	5	-0.1
Cc1ccc(F)cc1S(=O)(=O)N1CCC(c2nc(-c3ccnnc3)no2)CC1	-1.3	-10	-2	-0.1
O=C(NC1CC1)c1ccc(Cn2cc(Br)cn2)o1	0.2	-3	16	0.2
COc1cc(/C=C(/NC(=O)c2ccccc2)C(=O)N2CCNCC2)c([N+](=O)[O-])cc1OC	1.6	-2	7	0.0
COc1ccc(/C=C(/NC(C)=O)C(=O)O)cc1	0.8	7	11	0.1
COc1ccc(CNC(=O)CC2C(=O)NCCN2CC2CCCCC2)cc1 (stereo unspecified)	2.3	-15	2	0.5
O=C(C1CCN(C2CCN(C/C=C/c3ccccc3)CC2)CC1)N1CCOCC1	2.0	-29	0	-0.1
COc1ccc(OC(C)C(=O)NC(C)C)cc1 (stereo unspecified)	-1.1	-3	7	0.3
CCOC(=O)c1nnc(-c2ccccc2)nc1N1CC(C)OC(C)C1 (stereo unspecified)	-0.6	-4	4	0.0
CN(C)c1ccc(C(=O)Nc2sccc2C#N)cc1	-8.0	9	-2	0.0
CCC(C)(C)C1CCc2c(sc(NC(=O)c3cc(OC)c(OC)c(OC)c3)c2C(N)=O)C1 (stereo unspecified)	1.1	0	10	0.1
CN1C(=O)[C@H]2CN(C(=O)c3ccccc3Cl)CCN2C(=O)[C@@H]1Cc1ccccc1	-1.2	1	14	0.2
Cc1[nH]nc2c1C1(C(=O)Nc3ccc([N+](=O)[O-])cc31)C(C#N)=C(N)O2 (stereo unspecified)	0.5	13	0	0.0
CS(=O)(=O)Nc1ccc2c(c1)N(C(=O)C1CCCC1)CC2	0.0	-15	-5	0.1
Cc1ccn(-c2ccc(Nc3ccc(NC(=O)Cc4ccccc4)cc3)nn2)n1	0.4	-15	-10	0.0
CCOC(=O)c1c(NC(=O)c2ccc(S(=O)(=O)N3CCN(C(=O)OCC)CC3)cc2)sc2c1CCN(CC)C2	0.7	2	1	-0.1
CCOC(=O)CNC(c1ccccc1)c1cc(Br)ccc1N (stereo unspecified)	-0.1	-8	9	0.1
Cc1ccc(C(=O)N2CCN(c3ccccc3)CC2)cc1C	-2.1	-7	5	-0.1
O=C(O)c1cccc(NC(=O)c2ccccn2)c1	-11	-6	-7	-0.1
COCCNC(=O)CN(Cc1ccc(OC)cc1)C(=O)CCC(=O)Nc1nccs1	0.6	9	-12	-0.1
CCN1CCN(CCCCOc2ccccc2OC(C)C)CC1	3.9	-4	51*	-0.3
Nc1ccc(C(=O)N/N=C\c2cccc(OC(=O)c3ccc([N+](=O)[O-])cc3)c2)cc1	0.8	-18	-22	0.1
CN(Cc1ccccc1)C(=O)c1ccc(NC2=NC3CS(=O)(=O)CC3S2)cc1 (stereo unspecified)	-0.8	-1	4	1.1
CC1CCN(S(=O)(=O)c2ccc3[nH]cc(C(=O)N4CCN(c5ccccn5)CC4)c(=O)c3c2)CC1	-0.4	5	7	0.1
CCOC(=O)c1c(NC(=O)c2ccc(OC(C)C)cc2)sc2c1CCCC2	2.4	20	10	0.1
O=C(CCN1C(=O)c2ccccc2C1=O)Nc1cccc(Cl)c1	1.7	7	18	0.0
CCS(=O)(=O)c1ccc(O)c(NC(=O)COc2ccc(C(C)(C)CC(C)(C)C)cc2)c1	-0.8	7	-13	0.5
CC(C(=O)N1CCc2nc(N3CCOCC3)[nH]c(=O)c2C1)c1ccccc1 (stereo unspecified)	0.8	-3	-12	-0.3
Cc1ccc2c(c1)C1C=CCC1C(c1ccccc1[N+](=O)[O-])N2 (stereo unspecified)	-1.4	-8	16	0.1
CSCCC(NC(C)=O)C(=O)OCC(=O)Nc1ccc(S(N)(=O)=O)cc1 (stereo unspecified)	-0.2	-9	5	-0.2
CCCCCOc1ccc(NC(=O)C(=O)NCCc2ccc(OC)cc2)cc1	-0.5	3	13	0.0
COc1ccc(/C(O)=C2\C(=O)C(=O)N(c3ccccn3)C2c2ccc(C(C)C)cc2)cc1 (stereo unspecified)	-0.6	-58	-2	0.3
COc1ccc(CCNc2ccnc(NCCN3CCOCC3)n2)cc1	2.7	7	11	-0.1
Cc1nn(CC(=O)Nc2c(F)c(F)cc(F)c2F)c(=O)c2cccn12	-0.7	7	0	-0.1
COc1ccccc1C(O)(C(=O)NNc1ccccn1)c1ccccc1OC	-0.6	2	1	-0.1
COc1ccc(N2CCN(c3ncnc4c3cnn4-c3cccc(C)c3)CC2)cc1	-0.7	-5	-2	-0.1
Fc1ccc(-c2cc(NCCCn3ccnc3)nc(-c3cccnc3)n2)cc1	-0.3	9	54*	-0.6
Cc1cc(=O)oc2cc(Oc3ncnc4sc5c(c34)CCCC5)ccc12	2.1	1	4	0.0
CCOCCCNC(=O)c1c[nH]c2ccc(S(=O)(=O)N(C)c3ccc(F)cc3)cc2c1=O	0.3	-12	-9	0.2
CCOC(=O)N1CCC(N2CCN(S(=O)(=O)c3ccc(C)cc3)CC2)CC1	-0.2	9	43	0.0
NC(=O)C1CCN(C(=O)c2csc(Nc3cccc4ccccc34)n2)CC1	-0.8	-6	-4	-0.2
c1cc(Nc2ccc(N3CCOCC3)cc2)nc(-c2ccc(N3CCOCC3)nc2)n1	4.7	-4	1	-0.1
Cc1cc(C)c(C#N)c(Sc2c([N+](=O)[O-])ncn2C)n1	0.0	-14	6	0.1

Continued.
SMILES	GPR151 activ	TEAD-YAP inh	MITF primary	FBW7 act
Cn1c(NC(=O)CC2CCCCC2)cc(=O)n(C)c1=O	-1.9	0	-4	-0.1
COC(=O)c1ccc2c(=O)n(-c3ccc(C)c(Cl)c3)c(=S)[nH]c2c1	-0.8	8	-8	0.0
O=C(Nc1cnn(-c2ccc(C(=O)N3CCc4ccccc4C3)cc2)c1)c1cccnc1	-1.0	12	-3	0.0
CCC(Cc1ccccc1)NC(=O)c1ccco1 (stereo unspecified)	0.5	-5	2	0.1
N#Cc1c(NCCO)nc(NCc2ccccc2)c2c1CCN(Cc1ccccc1)C2	-0.2	-8	8	0.1
O=S(=O)(N/N=C/c1ccc(O)c(O)c1O)c1ccc(Br)cc1	-0.7	-2	14	-0.5
O=C(c1ccc(OCc2ccccc2)cc1)N1CCN(c2ccccn2)CC1	0.4	4	-2	-0.1
Brc1ccccc1CN1CCC(N2CCCCC2)CC1	-1.0	6	10	0.3
CC(C)(C)c1ccc(C(=O)Nn2c(-c3cccc(Cl)c3)nc3ccccc3c2=O)cc1	3.2	7	0	0.0
COc1ccc(-c2c(C#N)c(N)nc3sc(C(=O)OCc4ccccc4)c(N)c23)cc1OC	-1.2	-2	-9	0.8
COCCNC(=O)CS(=O)(=O)Cc1nc(-c2ccccc2Cl)oc1C	-0.3	5	1	0.1
Cc1c(Cl)cccc1NC(=O)c1sc2nc3c(c(-c4cccs4)c2c1N)CCCC3	-0.2	9	-6	0.1
C=CCN(c1ccccc1)S(=O)(=O)c1ccc(F)c(C(=O)Nc2ccc(OCC)cc2)c1	-0.8	39*	15	0.7
CC(C)N1CCN(Cc2cccn2-c2cccnc2)CC1CCO (stereo unspecified)	-0.5	-5	2	0.2
CCOc1ccc(-n2c(-c3ccccc3)n[nH]c2=S)cc1	1.7	17	-1	-0.2
Cc1ccc2nc(Nc3ccc(C(=O)Nc4ccccc4Cl)cc3)nc(-c3ccccc3)c2c1	1.7	6	6	0.0
Nc1ccc(C23CC4CC(CC(c5ccccc5)(C4)C2)C3)cc1	0.4	9	14	0.0
CN(C(=O)CN1CCC2(CC1)NC(=O)c1ccccc1O2)C1CCCCC1	2.5	7	12	0.2
O=C1N=C(N2CCN(Cc3ccccc3)CC2)S/C1=C/c1ccccc1O	-0.1	7	10	0.5
CCOc1cc(C2CC(=O)N3CN(c4ccccc4)CSC3=C2C#N)ccc1O (stereo unspecified)	1.0	3	4	0.0
O=C(CN1C(=O)CCC1=O)Nc1nc2ccccc2s1	0.7	1	4	0.0
COc1ccccc1CN1CCC2(CCC(CNC(=O)c3cnn4cccnc34)O2)CC1 (stereo unspecified)	0.1	-5	1	0.0
COCCN(C(=S)Nc1ccc(C)cc1)C1CCN(C(C)=O)CC1	3.2	-12	5	-0.1
Cc1cc(C)n2nc(C(=O)Nc3cccnc3)nc2n1	1.2	2	11	0.0
COc1ccc(NC(=O)c2cc(CNCC(C)(C)C)cc(NC(C)=O)c2)cc1	-0.6	8	3	0.8
O=C1/C(=C/c2ccc(-c3cc(Cl)ccc3Cl)o2)NC(=S)N1c1ccccc1	0.0	6	-7	0.0
COC(=O)C1=C(N)OC2=C(C(=O)CC(C)(C)C2)C1c1ccccc1Cl (stereo unspecified)	-1.3	4	3	0.2
COc1ccc(Cn2c(C(=O)O)c(CNCCCc3ccccc3)c3ccccc32)cc1	1.3	1	-7	0.0
Cc1ccc(C(=O)N2CCC(C(=O)c3ccc(F)cc3)CC2)cc1	-0.6	5	14	-0.1
CC1CCCCN1S(=O)(=O)c1cc([N+](=O)[O-])ccc1Cl (stereo unspecified)	0.1	-4	-4	-0.3
O=C(Nc1ccc2c(c1)C(=O)NC2=O)c1cccc(NC(=O)c2ccco2)c1	0.9	3	21	0.0
CCC(C)NCCCCOc1ccc(C(=O)OC)cc1 (stereo unspecified)	-0.7	0	35	0.0
O=C1CCCc2c([nH]c3ccc(C4CCCCC4)cc23)C1	0.0	8	12	0.7
Cc1nn(C)cc1S(=O)(=O)N(Cc1ccccc1)c1ccccc1	0.3	7	7	0.1
COc1ccc(Cl)cc1NC(=O)NNC(=O)c1oc2ccccc2c1C	0.5	5	12	0.0
O=C1NC(=O)C2(CCN(C(=O)c3ccco3)CC2)C1c1ccc(F)cc1 (stereo unspecified)	0.4	4	-16	-0.1

6 records picked at random from those above:
SMILES	GPR151 activ	TEAD-YAP inh	MITF primary	FBW7 act
CC1CCCCN1S(=O)(=O)c1cc([N+](=O)[O-])ccc1Cl (stereo unspecified)	0.1	-4	-4	-0.3
O=C1NC(=O)C2(CCN(C(=O)c3ccco3)CC2)C1c1ccc(F)cc1 (stereo unspecified)	0.4	4	-16	-0.1
COc1ccc(Cn2c(C(=O)O)c(CNCCCc3ccccc3)c3ccccc32)cc1	1.3	1	-7	0.0
O=C1CCCc2c([nH]c3ccc(C4CCCCC4)cc23)C1	0.0	8	12	0.7
COc1ccccc1CN1CCC2(CCC(CNC(=O)c3cnn4cccnc34)O2)CC1 (stereo unspecified)	0.1	-5	1	0.0
CCC(C)NCCCCOc1ccc(C(=O)OC)cc1 (stereo unspecified)	-0.7	0	35	0.0

Profiles as entered above:
N#Cc1c(NCCO)nc(NCc2ccccc2)c2c1CCN(Cc1ccccc1)C2 is listed with GPR151 activ = -0.2; TEAD-YAP inh = -8; MITF primary = 8; FBW7 act = 0.1
Cc1ccc2c(c1)C1C=CCC1C(c1ccccc1[N+](=O)[O-])N2 (stereo unspecified) is listed with GPR151 activ = -1.4; TEAD-YAP inh = -8; MITF primary = 16; FBW7 act = 0.1
